Bioassay records from PubChem BioAssay.
DENV2 CPE rescue: inhibitors of DENV2 cytopathic effect, primary screen, cell-based, plate reader, single concentration; DENV2-infected cells, cytopathic effect rescue; CPE inhibition, % at 9.99 µM; 1.7% of 350,000 active; AID 651640, 2012; in the data active = CPE inhibition above about 20%, passing the limit was not always enough; inconclusive = no clear call, values can overlap the other calls; tested in BHK-21 cells;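 also: 0% = median of neutral control wells and 100% = median of positive control wells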
miR122 inh: miR-122 Renilla sensor signal increase in Huh7, primary screen, miR-122 inhibitor project, cell-based, single point, plate reader | Huh7 miR-122 Renilla luciferase sensor, 48 h; neutral wells = 0, positive control = 100 | activation (reporter increase), % at 12.5 µM | 0.3% of 340,000 active;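 active = mean replicate activation score at least 90 and every replicate individually at or above 90; inconclusive = only one of the two criteria met; inactive = neither criterion met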;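 also: higher luciferase means less miR-122 activity so hits act as miR-122 inhibitors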
EWS-Fli inh: EWS/Fli-driven NR0B1 reporter inhibitors, primary screen, A673 cells, NR0B1 luciferase, luminescence, MLPCN library; viability-normalised; inhibition, % at 12.6 µM; 0.67% of 350,000 active; AID 651661, 2012;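 active = mean inhibition of at least 50% after viability correction, with every replicate also passing that limit; inconclusive = mean reaches 50% but only one of two replicates passes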;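 also: firefly luciferase signal divided by Alamar Blue viability fluorescence both relative to DMSO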
GSIS activator: GLuc luminescence reporter in INS-1E cells, primary screen for activators of glucose-dependent secretion of insulin | AID 743287, 2014 | 0.61% of 370,000 active | INS-1E GLuc reporter insulin secretion, 2-3 h | activation, % at 16.6 µM;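 active = lowest replicate activation of at least 40%, so every replicate reaches that level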;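 also: 0% = median of neutral control wells and 100% = median of IBMX positive control wells; some compounds called inactive have numbers as strong as hits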
PAX8 reporter: inhibitors of PAX8-driven TPO luciferase reporter, primary screen, RMG-I cells, single concentration; SteadyGlo, 24 h; inhibition, % at 12.6 µM; 1.2% of 360,000 active; AID 652154, 2013;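 active = mean replicate inhibition at least 60% with every replicate also reaching 60%; inconclusive = only one of the two criteria is met; inactive = mean below 60% and not all replicates reaching 60%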;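 also: luciferase light reporting Pax8 driven TPO promoter activity; plate controls were median of neutral control wells for no effect and mitoxantrone controls for full effect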
FN deposit inh: inhibitors of fibronectin matrix deposition, primary screen, AH1F cells, Alexa488-fibronectin fluorescence, plate reader | AH1F fibroblasts, overnight | inhibition, % at 12.6 µM | 0.086% of 350,000 active;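 active = mean inhibition across replicates of 30% or more, regardless of how many single replicates reach that level; inconclusive = mean under 30% yet at least half of replicates reach 30%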;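 also: positive control wells lacked labelled fibronectin entirely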
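Material: AH1F fibroblast monolayer depositing Alexa488-labelled fibronectin into matrix / Amount: 10000 AH1F cells per well / Signal: fluorescence 485/525 nm / Medium: DMEM, 2% serum / Compound: single dose, pinned / Incubation: 1 h cell adhesion before compound, then overnight fibronectin incubation / Reagent: Alexa488-FN, 24 nM final / Read-out: inhibition of fibronectin deposition signal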
F508del corr: F508del CFTR correction, initial screen, CFBE line, single point; activity (quench increase), % at 7.58 µM; 0.36% of 350,000 active; CFBE cells, YFP halide quenching; stimulated with forskolin plus potentiator P3; % fluorescence drop versus neutral controls;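 active = mean added fluorescence quench of at least 8% versus neutral control, with both replicates also reaching 8%; inconclusive = only one of the mean or replicate conditions met; inactive = mean below 8% and not both replicates reaching 8%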;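 also: cells transiently co-express mutant CFTR-F508del with the halide-sensitive YFP; corrector assay measuring rescue of mutant channel to the surface after 24 h compound exposure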
An asterisk follows results filed as active; [ ] = another dose, or the depositor's remark.

COCC#Cc1ccc([C@@H]2[C@@H](CO)N3CCCCN(Cc4cccnc4)C[C@H]23)cc1 was read as miR122 inh -3[16.7 µM], EWS-Fli inh -12, GSIS activator 3, PAX8 reporter 4, FN deposit inh -18 and F508del corr 0.2.
`Cc1occc1C(=O)NNC(=O)CN1C(=O)NC(C)(c2ccccc2)C1=O` (stereo not given) gave DENV2 CPE rescue 5, miR122 inh -2, EWS-Fli inh 1, GSIS activator -4, PAX8 reporter -6, FN deposit inh -7 and F508del corr -0.4.
Screening Cc1cc(=O)n2nc(N3CCC(C(=O)NCc4ccccc4Cl)CC3)sc2n1 returned DENV2 CPE rescue 14, miR122 inh -7, GSIS activator -5, PAX8 reporter 4, FN deposit inh -4 and F508del corr 0.3.
O=C(NCc1ccccc1F)C(c1ccccc1)c1ccccc1 was read as DENV2 CPE rescue 0, miR122 inh -4, EWS-Fli inh 1, GSIS activator 18, PAX8 reporter -4, FN deposit inh -3 and F508del corr -0.1.
Screening O=[N+]([O-])c1cccc(-c2ccc3nnc(SCc4cccnc4)n3n2)c1 returned DENV2 CPE rescue 4, miR122 inh 4, EWS-Fli inh 0, GSIS activator 16, PAX8 reporter 14, FN deposit inh 4 and F508del corr 0.1.
Cc1ccccc1CN1C[C@@H]2C[C@@H](c3cn[nH]c3-c3ccccc3)N3CCC[C@@]23C1=O was read as DENV2 CPE rescue 2, EWS-Fli inh 7, GSIS activator -13, PAX8 reporter 22, FN deposit inh -8 and F508del corr -2.0.
`Cc1ccc(S(=O)(=O)c2cc3c(=O)n4cccc(C)c4nc3n(CCc3ccccc3)c2=N)cc1C` gave DENV2 CPE rescue inconclusive, miR122 inh 4, EWS-Fli inh 6, GSIS activator 9, PAX8 reporter 6, FN deposit inh 9 and F508del corr 0.0.
O=C(CNC(=O)c1ccco1)NC1CCCCCC1 was read as DENV2 CPE rescue -2, miR122 inh 15, EWS-Fli inh -32, GSIS activator -2, FN deposit inh 4 and F508del corr -0.3.
CCC(C)n1nccc1NC(=O)C(C)Cl (stereo not given) was read as DENV2 CPE rescue -7, EWS-Fli inh 2, GSIS activator 1, PAX8 reporter 13, FN deposit inh -15 and F508del corr -4.4.
COc1ccc(C(=O)NC(=S)Nc2ccc(N3CCOCC3)c(Cl)c2)cc1[N+](=O)[O-] was read as miR122 inh 6, GSIS activator -6, PAX8 reporter -10 and FN deposit inh -1.
C[C@@H]1CN([C@@H](C)CO)C(=O)Cc2cc(N(C)C)ccc2O[C@H]1CN(C)S(C)(=O)=O was read as miR122 inh 0[16.7 µM], EWS-Fli inh -3, GSIS activator 12, PAX8 reporter -5, FN deposit inh -1 and F508del corr -0.1.
CC1=CC(C)(C)NC(=S)N1c1cc(C)cc(C)c1 was read as DENV2 CPE rescue 3, EWS-Fli inh -28, GSIS activator -2, PAX8 reporter -14, FN deposit inh -2 and F508del corr -1.9.
For CCCN1[C@@H]2c3ccc(-c4cccnc4)c(=O)n3C[C@@H]2[C@@H](CO)[C@@H]1C(=O)NC1CCCC1 the results were DENV2 CPE rescue -8, EWS-Fli inh -7, GSIS activator 0 and F508del corr 4.1.
`Cc1ccc(-c2c[n+](CC(=O)Nc3ccccc3C)c3n2CCC3)cc1` gave DENV2 CPE rescue 6, EWS-Fli inh 5, PAX8 reporter -52, FN deposit inh 2 and F508del corr 0.7.
Cc1onc(-c2ccccc2)c1C(=O)Nc1ncc([N+](=O)[O-])s1 was read as DENV2 CPE rescue -2, miR122 inh -2, EWS-Fli inh 19, GSIS activator -39, PAX8 reporter 20, FN deposit inh -12 and F508del corr 1.9.
CC(=O)N[C@H]1[C@H]([C@H](O)[C@H](O)CO)OC(C(=O)O)=C[C@@H]1O was read as DENV2 CPE rescue -4, miR122 inh -3, EWS-Fli inh -11, GSIS activator 13, PAX8 reporter 0, FN deposit inh 5 and F508del corr -0.4.
For COc1ccc(C2=NOC(C)(c3nnc(-c4ccncc4)o3)C2)cc1 (stereo not given) the results were DENV2 CPE rescue -8, EWS-Fli inh -4, GSIS activator 8, PAX8 reporter 5, FN deposit inh -13 and F508del corr 3.9.
Screening Cc1cc(N2CCOCC2)ccc1/C=C1\NC(=O)N(CC(=O)Nc2ccccc2C)C1=O returned miR122 inh -3, GSIS activator 43, PAX8 reporter -13 and FN deposit inh 0.
Screening COCC(=O)Nc1ccc2c(c1)OC[C@H](C)N(C(=O)COC)C[C@@H](C)[C@H](OC)CN(C)C2=O returned DENV2 CPE rescue -11, EWS-Fli inh 3, GSIS activator 2, PAX8 reporter -26, FN deposit inh -1 and F508del corr 1.6.
COc1ccc(/C=C(\NC(=O)c2cccs2)C(=O)Nc2ccccc2C)cc1OC was read as miR122 inh -7, GSIS activator 20, PAX8 reporter 5 and FN deposit inh -2.
`C/C(=N/Nc1nc(C)cc(-c2ccccc2)n1)c1ccco1` gave miR122 inh -2, PAX8 reporter -89 and FN deposit inh 2.
CN1[C@@H]2c3ccc(-c4cccnc4)c(=O)n3C[C@@H]2[C@@H](CO)[C@@H]1C(=O)N1CCc2ccccc2C1 was read as DENV2 CPE rescue -7, miR122 inh 5[16.7 µM], EWS-Fli inh 10, GSIS activator 3, PAX8 reporter 1, FN deposit inh 3 and F508del corr 0.6.
O=C(NCC[C@@H]1CC[C@H](NC(=O)C2CCCC2)[C@H](CO)O1)c1cc(Cl)cc(Cl)c1 was read as DENV2 CPE rescue 20, miR122 inh 5[16.7 µM], EWS-Fli inh 8, GSIS activator 7, PAX8 reporter 12 and F508del corr 1.1.
For Cc1cccc(CN2CCN(C(=O)CCc3nnc(C4CCCCC4)o3)CC2)c1 the results were DENV2 CPE rescue 16, miR122 inh 5, EWS-Fli inh -13, GSIS activator 0, PAX8 reporter -32, FN deposit inh 6 and F508del corr 1.7.
For O=C(c1nnsc1S(=O)c1ccc(Cl)cc1)N1CCOCC1 (stereo not given) the results were miR122 inh -10, EWS-Fli inh 78*, GSIS activator 22, PAX8 reporter 112*, FN deposit inh 2 and F508del corr 1.3.
`Cc1nn(-c2ccccc2)c(N2CCCC2)c1/C=N/NC(=S)Nc1ccccc1F` gave DENV2 CPE rescue -4, EWS-Fli inh 12, GSIS activator 7, PAX8 reporter -123 and FN deposit inh 1.
For Cc1noc(C)c1NC(=O)N(C)C[C@H]1OCCCC[C@@H](C)Oc2ccc(NC(=O)Nc3cccc4ccccc34)cc2C(=O)N([C@@H](C)CO)C[C@H]1C the results were DENV2 CPE rescue -3, miR122 inh 17[16.7 µM], EWS-Fli inh 1, GSIS activator 2, PAX8 reporter 2 and F508del corr -1.4.
Screening O=C(NCCCN1CCOCC1)c1ccc(S(=O)(=O)Nc2ccccc2)cc1 returned DENV2 CPE rescue 6, miR122 inh 5, EWS-Fli inh 5, GSIS activator 0, PAX8 reporter -6, FN deposit inh -1 and F508del corr -1.9.
CCOc1ccc(/C(O)=C2/C(=O)C(=O)N(CCN(C)C)C2c2ccccc2)cc1Cl (stereo not given) was read as miR122 inh 5, GSIS activator 4, PAX8 reporter 1 and FN deposit inh 4.
`Cc1noc(C)c1S(=O)(=O)Nc1ccc2c(c1)C(=O)N([C@H](C)CO)C[C@H](C)[C@@H](CN(C)Cc1ccc(Cl)c(Cl)c1)O2` gave DENV2 CPE rescue 3, miR122 inh -3[16.7 µM], EWS-Fli inh 6, GSIS activator -11 and F508del corr -1.0.
Screening Cc1ccc(F)cc1NC(=O)N1CCN(c2ccnc3cc(Cl)ccc23)CC1 returned DENV2 CPE rescue -13, miR122 inh -3, EWS-Fli inh 5, GSIS activator -11, PAX8 reporter -5, FN deposit inh 3 and F508del corr -2.0.
N#CCNC(=O)c1cccn1-c1ncc(C(F)(F)F)cc1Cl was read as DENV2 CPE rescue -1, miR122 inh -5, EWS-Fli inh -4, GSIS activator 12, PAX8 reporter -13, FN deposit inh 3 and F508del corr 1.2.
`CC1CC(C)CN(C(=O)CNC(=O)c2ccc3ccccc3c2)C1` (stereo not given) gave DENV2 CPE rescue 0, miR122 inh -2, EWS-Fli inh -2, GSIS activator -24, PAX8 reporter -24, FN deposit inh 2 and F508del corr -4.4.
`COc1ccc(N2CCN(C(=O)c3cccs3)CC2)cc1` gave DENV2 CPE rescue 5, miR122 inh 18, EWS-Fli inh -17, PAX8 reporter -5, FN deposit inh -14 and F508del corr 0.5.
CCOc1ccc(Br)cc1S(=O)(=O)NC1CCCC1 was read as DENV2 CPE rescue -8, miR122 inh 93*, EWS-Fli inh 2, PAX8 reporter -6, FN deposit inh 5 and F508del corr 2.7.
CO[C@H]1CN(C)C(=O)c2cc(NC(=O)C3CCC3)ccc2OC[C@H](C)NC[C@@H]1C was read as DENV2 CPE rescue -4, miR122 inh 1[16.7 µM], EWS-Fli inh -2, GSIS activator 1, PAX8 reporter -24, FN deposit inh -8 and F508del corr -1.4.

Overlap with the part before: 2 entries; new compounds follow.
CCOc1ccc(Br)cc1S(=O)(=O)NC1CCCC1 was read as DENV2 CPE rescue -8, miR122 inh 93*, EWS-Fli inh 2, PAX8 reporter -6, FN deposit inh 5 and F508del corr 2.7.
CO[C@H]1CN(C)C(=O)c2cc(NC(=O)C3CCC3)ccc2OC[C@H](C)NC[C@@H]1C was read as DENV2 CPE rescue -4, miR122 inh 1[16.7 µM], EWS-Fli inh -2, GSIS activator 1, PAX8 reporter -24, FN deposit inh -8 and F508del corr -1.4.
Cc1cc2cc(CNC(=S)Nc3ccc(OC(F)F)cc3)ccc2n1C was read as DENV2 CPE rescue -5, miR122 inh 8, EWS-Fli inh -10, GSIS activator 1, PAX8 reporter 6, FN deposit inh -4 and F508del corr -1.0.
`CS(=O)(=O)c1ccc2nc(NC(=O)c3cc4ccccc4o3)sc2c1` gave miR122 inh -1, PAX8 reporter -95 and FN deposit inh 2.
`CCOc1ncccc1C(=O)OCC(=O)N1c2ccccc2CC1C` (stereo not given) gave DENV2 CPE rescue 0, miR122 inh -4, EWS-Fli inh 2, GSIS activator 24, PAX8 reporter 8, FN deposit inh -15 and F508del corr 0.3.
CC(=O)c1ccc(N2CCN(C(=O)c3ccc(-c4ccccc4)cc3)CC2)cc1 was read as DENV2 CPE rescue 4, EWS-Fli inh -2, GSIS activator 3, PAX8 reporter -8, FN deposit inh -1 and F508del corr 1.1.
`COc1cc(/C=C(/C#N)C(=O)Nc2ccc(C)cc2)ccc1Oc1nc(Cl)ncc1F` gave GSIS activator -26, PAX8 reporter -10 and FN deposit inh 4.
CCN(C[C@H]1N[C@@](CC)(C(=O)OC)[C@H]2C(=O)N(Cc3ccccc3)C(=O)[C@@H]12)S(=O)(=O)c1ccc(C(F)(F)F)cc1 was read as DENV2 CPE rescue 3, miR122 inh 1, EWS-Fli inh 11, GSIS activator -32, PAX8 reporter 10, FN deposit inh -3 and F508del corr -1.7.
For CC(NC(=O)Cn1cc(C(F)(F)F)ccc1=O)c1ccc(F)cc1 (stereo not given) the results were DENV2 CPE rescue 0, EWS-Fli inh 1, GSIS activator -4, PAX8 reporter 7, FN deposit inh 3 and F508del corr 0.7.
`Cc1ccc2cc(CN(CCCN3CCOCC3)C(=O)NC3CCCCC3)c(=O)[nH]c2c1C` gave miR122 inh 26, PAX8 reporter -22 and FN deposit inh -16.
Cc1ccccc1C(=O)Nc1cc(S(=O)(=O)N2CCCCC2)ccc1N1CCN(C)CC1 was read as GSIS activator 3, PAX8 reporter 8 and FN deposit inh -2.
Screening C[C@H]1CN([C@@H](C)CO)C(=O)c2cccc(NS(=O)(=O)c3cccs3)c2O[C@H]1CN(C)S(=O)(=O)c1ccccc1 returned DENV2 CPE rescue 5, miR122 inh 0[16.7 µM], EWS-Fli inh -9, GSIS activator 14, FN deposit inh 11 and F508del corr -0.7.

Rows were taken by chance; about 3.9% have a hit in one of these screens.
